Assay outcomes from PubChem.
Cav32 inh – Cav3.2 calcium influx blockers – cell-based, Fluo-4 calcium fluorescence, FDSS, MLSMR library, primary screen; B-score at 10 µM; Cav3.2-expressing cells; hits give low values; AID 449739, 2010; 100,000 tested, 4% active; Voltage-dependent T-type calcium channel subunit alpha-1H (Homo sapiens), O95180;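 active means single-dose well whose peak fluorescence ratio is a statistical outlier from its plate by either plate-standardised score or position-corrected B-score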
Target sequence (O95180 whole entry, looked up): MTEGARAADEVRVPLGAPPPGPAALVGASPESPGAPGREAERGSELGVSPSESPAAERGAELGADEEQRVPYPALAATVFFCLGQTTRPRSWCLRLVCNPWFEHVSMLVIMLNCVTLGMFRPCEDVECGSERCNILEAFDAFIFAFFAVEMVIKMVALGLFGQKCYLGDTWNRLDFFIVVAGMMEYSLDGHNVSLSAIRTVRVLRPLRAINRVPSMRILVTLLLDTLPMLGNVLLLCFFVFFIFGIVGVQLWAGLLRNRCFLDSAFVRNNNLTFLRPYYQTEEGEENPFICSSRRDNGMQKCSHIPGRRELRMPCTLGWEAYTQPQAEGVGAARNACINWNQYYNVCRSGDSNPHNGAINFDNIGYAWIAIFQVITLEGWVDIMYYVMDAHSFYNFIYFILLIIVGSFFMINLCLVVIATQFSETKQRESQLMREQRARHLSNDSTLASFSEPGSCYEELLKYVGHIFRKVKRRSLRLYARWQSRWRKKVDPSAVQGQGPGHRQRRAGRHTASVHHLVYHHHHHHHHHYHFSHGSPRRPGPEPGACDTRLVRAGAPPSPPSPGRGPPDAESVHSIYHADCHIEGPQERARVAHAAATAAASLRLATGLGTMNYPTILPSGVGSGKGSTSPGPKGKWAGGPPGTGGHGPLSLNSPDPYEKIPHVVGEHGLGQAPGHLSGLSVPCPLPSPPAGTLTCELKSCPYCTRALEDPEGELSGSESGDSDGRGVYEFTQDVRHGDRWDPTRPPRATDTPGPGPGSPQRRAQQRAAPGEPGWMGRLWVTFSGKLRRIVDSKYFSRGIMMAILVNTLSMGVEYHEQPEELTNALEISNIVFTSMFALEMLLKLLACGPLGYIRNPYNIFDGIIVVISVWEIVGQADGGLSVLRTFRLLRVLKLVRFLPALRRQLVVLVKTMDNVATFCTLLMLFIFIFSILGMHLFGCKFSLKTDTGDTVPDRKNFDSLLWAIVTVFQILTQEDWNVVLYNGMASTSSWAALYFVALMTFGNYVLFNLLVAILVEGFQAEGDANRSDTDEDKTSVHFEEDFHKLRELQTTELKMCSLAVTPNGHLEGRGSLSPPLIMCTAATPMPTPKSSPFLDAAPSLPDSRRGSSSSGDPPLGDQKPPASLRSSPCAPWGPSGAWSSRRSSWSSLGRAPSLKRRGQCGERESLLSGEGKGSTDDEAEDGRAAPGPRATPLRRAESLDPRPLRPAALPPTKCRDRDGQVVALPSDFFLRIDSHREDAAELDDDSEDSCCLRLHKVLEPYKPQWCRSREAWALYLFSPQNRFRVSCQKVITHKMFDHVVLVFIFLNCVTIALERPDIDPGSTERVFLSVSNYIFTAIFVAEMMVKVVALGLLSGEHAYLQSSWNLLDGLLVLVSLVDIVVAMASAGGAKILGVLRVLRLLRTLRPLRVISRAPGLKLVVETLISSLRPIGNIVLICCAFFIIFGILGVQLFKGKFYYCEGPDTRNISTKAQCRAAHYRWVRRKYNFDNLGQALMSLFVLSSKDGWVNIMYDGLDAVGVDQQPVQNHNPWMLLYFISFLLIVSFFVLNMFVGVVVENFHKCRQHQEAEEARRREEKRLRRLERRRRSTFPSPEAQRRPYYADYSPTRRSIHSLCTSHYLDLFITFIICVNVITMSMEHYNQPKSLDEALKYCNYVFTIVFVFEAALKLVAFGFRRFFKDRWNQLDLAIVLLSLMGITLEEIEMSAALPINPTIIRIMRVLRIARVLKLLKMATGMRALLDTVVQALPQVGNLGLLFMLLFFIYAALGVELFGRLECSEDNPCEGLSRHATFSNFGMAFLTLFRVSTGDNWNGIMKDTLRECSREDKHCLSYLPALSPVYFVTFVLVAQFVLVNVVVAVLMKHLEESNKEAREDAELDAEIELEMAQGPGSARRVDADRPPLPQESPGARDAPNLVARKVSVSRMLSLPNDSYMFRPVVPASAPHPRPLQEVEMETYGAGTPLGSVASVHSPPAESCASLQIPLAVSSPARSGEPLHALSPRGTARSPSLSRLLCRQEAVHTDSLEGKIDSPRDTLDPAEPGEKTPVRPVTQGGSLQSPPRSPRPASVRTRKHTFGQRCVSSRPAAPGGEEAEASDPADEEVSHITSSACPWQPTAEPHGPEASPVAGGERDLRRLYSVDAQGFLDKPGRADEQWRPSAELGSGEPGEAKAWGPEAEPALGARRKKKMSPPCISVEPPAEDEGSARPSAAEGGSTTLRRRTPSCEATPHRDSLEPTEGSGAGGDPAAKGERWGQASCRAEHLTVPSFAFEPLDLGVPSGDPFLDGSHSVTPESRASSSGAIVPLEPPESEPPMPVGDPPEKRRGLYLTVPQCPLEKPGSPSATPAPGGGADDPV
* = called active by the depositor.

compound,Cav32 inh
COc1ccc(C(=O)N2CCN(c3nc4cc(C)ccc4cc3C#N)CC2)c(OC)c1,-0.54
CCN(CC)S(=O)(=O)c1cccc(C(=O)NCCc2ccccc2)c1,0.84
S=C(Nc1ccccc1)N1CCCCC1,-0.021
CCCC(=O)Nc1c2c(nn1-c1ccc(OC)cc1)CS(=O)C2 (stereo not given),0.893
COc1ccc(C2CC(=O)N3CN(c4ccc(C)c(Cl)c4)CSC3=C2C#N)cc1OC (stereo not given),0.556
CCOC(=O)c1c(NC(=O)C2c3ccccc3Oc3ccccc32)sc(C(C)=O)c1C,-1.85
CCC1=C(OC(=O)N(CC)CC)N2C(=O)OC(=NCCc3c[nH]c4ccccc34)[C@]2(Cc2ccccc2)[C@H]2C1=CC[C@H]1C(=O)N(CC(=O)OC)C(=O)[C@H]12,-0.755
O=c1cc(CN2CCN(Cc3ccccc3)CC2)c2cc(Cl)ccc2o1,-0.0504
Cc1ccc(C(=O)c2coc3c2C(=O)C(=O)c2ccccc2-3)cc1,-2.85
COCC(C)N=CC1=C(O)CC(C)(C)CC1=O (stereo not given),0.928
COc1ccc(C(=O)/C=C\c2ccc(NC(=O)c3cccs3)cc2)cc1,-1.43
O/N=C1/CC/C(=N\O)c2nn(-c3ccccc3)nc21,-0.799
COc1ccc(N2C(=O)CC(N3CCN(S(=O)(=O)c4c(F)cccc4F)CC3)C2=O)cc1OC (stereo not given),0.0129
CN1CCc2c(C#N)c(N3CCCCC3)nc(NCc3ccccc3)c2C1,-3.3
Cc1ccc(C(=O)NCCSc2ccc(Cl)cc2)cc1S(=O)(=O)Nc1ccccc1,-2.78
CCOc1cc(C)c(S(=O)(=O)Nc2ccc(Cl)cn2)cc1C,-0.0843
O=C(CCN1C(=O)c2ccccc2C1=O)Oc1ccc2ccccc2c1,0.103
Cc1nccn1-c1ccc(C(F)(F)F)cc1NC=O,-0.0423
O=C(NC1CCN(Cc2ccccc2)CC1)C1COc2ccccc2O1 (stereo not given),0.0279
Cc1c(C(=O)NCCc2ccc3c(c2)OCCO3)oc2ccccc12,-6.98*
COc1cccc(C(=O)NCc2cccnc2)c1,0.804
Cc1cc(Cl)ccc1OCc1nc(-c2ccc(O)cc2)n[nH]1,-0.581
Cc1ccc(OCCn2cnc3c(N)ncnc32)cc1,-1.04
O=C(CN1C(=O)CCSc2ccccc21)Nc1ccc2c(c1)OCO2,0.26
O=C(c1ccc(Cl)nc1)N1CCc2ccccc2C1,-1.12
Cc1ccc(S(=O)(=O)CC2CSc3nnc(C)c(=O)n32)cc1 (stereo not given),0.751
COCCNC(=O)CN(C(=O)CCC(=O)Nc1ccccn1)c1ccc(F)cc1,-0.399
O=C1CC(N2CCN(c3nc4ccccc4s3)CC2)C(=O)N1c1ccc(F)cc1 (stereo not given),-2
CCCCn1cnc2c1c(=O)n(C)c(=O)n2C,-0.423
Cc1nc([N+](=O)[O-])c(N2CCN(C)CC2)n1Cc1ccccc1,0.671
COc1ccc(NCC(=O)Nc2ccc(Cl)cc2C)c(OC)c1,-1.3
O=C(CSC1=Nc2ccccc2C2=NC(CC(=O)NCc3ccco3)C(=O)N12)NCC1CCCO1 (stereo not given),0.113
CS(=O)(=O)N1CCc2ccccc2C1,0.56
CC(C)c1ccc(NC(=O)NC2CCCCC2)cc1,0.52
CCCCn1nnnc1NCc1ccc(N2CCCC2)cc1,-1.14
CCO[C@H]1OC(C(=O)N2CCN(Cc3ccc4c(c3)OCO4)CC2)=C[C@@H](c2ccccc2)[C@@H]1CCCO,0.112
COc1ccc(C)cc1NC(=O)CSc1nnc(-c2ccc(OC)c(OC)c2)n1N,0.261
CCc1nnc(SCc2ccc(OC)c(Br)c2)n1N,1.09
CC(C)C[C@H]1COCCS(=O)(=O)N1Cc1ccc(Cl)c(Cl)c1,-1.42
CNc1nc(C)nc(-n2nc(C)cc2C)n1,0.0509
C=CCNc1sc(C(=O)c2cccs2)c(N)c1C#N,0.108
c1csc(-c2nnsc2-c2nc3ccccc3[nH]2)c1,-0.578
CCCCC(=O)Nc1cccc(NC(=O)c2ccc(Br)o2)c1,-0.301
C=CCc1ccc(OCCCOc2ccc(C)c(C)c2)c(OC)c1,-1.65
CCOC(=O)C1(C)NC(c2cc(OC)c(OC)c(OC)c2)C2C(=O)N(CC)C(=O)C21 (stereo not given),1.29
COC(=O)c1cc2ccsc2n1Cc1nc(-c2cccc(Cl)c2)oc1C,-0.993
CCCn1c(SCC(=O)Nc2cc(Cl)ccc2OC)n[nH]c1=O,0.531
CCN1CCCc2cc(CN(CCN3CCOCC3)C(=O)Nc3ccc(C)c(C)c3)ccc21,-0.964
NC(=O)Nc1ccc(F)cc1,0.63
CCN1CCCC1CNS(=O)(=O)c1cc(Br)cc2c1N(C(=O)C1CC1)CC2 (stereo not given),1.5

Fetched by structure from the entries so far, 2 records:
compound,Cav32 inh
CNc1nc(C)nc(-n2nc(C)cc2C)n1,0.0509
CCc1nnc(SCc2ccc(OC)c(Br)c2)n1N,1.09

Next section.
compound,Cav32 inh
Cc1ccc(C(=O)Nc2cccc(C(=O)O)c2)cc1S(=O)(=O)N1CCCCC1,0.509
CCOC(=O)C1=C(c2ccccc2)Nc2ncnn2C1c1cc(OC)cc(OC)c1OC (stereo not given),1.7
CNC(=O)C(Sc1nc(C)nc2c1oc1ccccc12)C(C)=O (stereo not given),-0.614
COc1cccc(C2=NOC(C(=O)Nc3cccnc3)C2)c1 (stereo not given),-0.379
CC1CN(c2oc(-c3cccs3)nc2C#N)CC(C)O1 (stereo not given),0.941
Cc1ccccc1-n1ccnc1SCC(=O)O,-0.0355
CCn1c(=O)c(C(=O)CN(C)Cc2cccc(OC)c2OC)c(N)n(Cc2ccccc2)c1=O,1.07
O=S(=O)(c1ccc(F)cc1)N1CCN(c2ccccc2)CC1,-0.934
O=C(COn1nnc2ccc(C(F)(F)F)cc21)Nc1nnc(-c2ccccc2)o1,-0.436
O=C1CCC(=O)N1OCCCOc1ccccc1,0.861
Cc1occc1C(=O)Nc1cc(C(F)(F)F)ccc1Cl,-1.51
C=CCC(O)(CCN1CCCCC1)c1ccccc1 (stereo not given),0.304
O=C(O)c1ccc(COc2ccc(Cl)cc2)o1,-0.00764
CCOC(=O)c1nn(-c2ccccc2)c(C#N)c1NC(=O)c1nn(CC)cc1Br,-1.05
CN1CCC2(CC1)NC(=O)NC2=O,0.181
COc1ccc(S(=O)(=O)N(CC(=O)NCc2ccco2)c2ccccc2)cc1OC,0.475
Cc1onc(-c2c(F)cccc2Cl)c1C(=O)N1CCCc2ccccc21,-0.765
CC(=O)N(CC(C)(C)CC=C(C)C)c1ccccc1,-1.49
COc1ccc(-c2cc(C(=O)Nc3c(C)nn(Cc4ccc(Cl)cc4)c3C)no2)cc1,-4.63*
CC(=O)c1c(C)[nH]c(C(=O)CSc2nnc(-c3cccs3)n2Cc2ccccc2)c1C,-2.73
CC(=O)Nc1ccc(-c2nnc(SCc3ccccc3C#N)n2C)cc1,0.4
CC1CCCC(NC(=O)c2ccc3c(c2)N(Cc2ccccc2)C(=O)CS3=O)C1C (stereo not given),-0.0958
Cc1ccc(Oc2nc(-c3ccccc3)ncc2S(=O)(=O)c2ccc(C)cc2)cc1,-0.0103
S=c1[nH]ncn1/N=C/c1ccc(N2CCOCC2)cc1,0.825
COc1ccc(OC)c(NC(=O)CS(=O)(=O)Cc2nc(-c3ccccc3C)oc2C)c1,-3.59

An excerpt from above in order of their number in Cav32 inh, falling.
mol	Cav32 inh
CCN1CCCC1CNS(=O)(=O)c1cc(Br)cc2c1N(C(=O)C1CC1)CC2 (stereo not given)	1.5
COc1ccc(C2CC(=O)N3CN(c4ccc(C)c(Cl)c4)CSC3=C2C#N)cc1OC (stereo not given)	0.556
C=CCc1ccc(OCCCOc2ccc(C)c(C)c2)c(OC)c1	-1.65

Laid out differently: results already given.
Cc1occc1C(=O)Nc1cc(C(F)(F)F)ccc1Cl
  Cav32 inh: -1.51

Cc1ccc(Oc2nc(-c3ccccc3)ncc2S(=O)(=O)c2ccc(C)cc2)cc1
  Cav32 inh: -0.0103

Later entries:
compound,Cav32 inh
Cc1ccc(S(=O)(=O)N=C2SCCCS2)cc1,0.0305
CC1CCN(C(=O)CSc2nc3c(cnn3-c3ccc(Cl)cc3)c(=O)[nH]2)CC1,1.02
COc1ccc(C2C(C#N)=C(/N=C/N3CCN(C)CC3)OC3=C2C(=O)CC(C)(C)C3)cc1OC (stereo not given),0.196
Cc1cc(C)nc(SCC(=O)N/N=C/c2cccn2-c2ccc(O)cc2)n1,-0.474
COc1ccc(C(=O)c2coc3ccc(O)c(CN4CCCCC4)c23)cc1,0.543
Cn1c(=O)c2c(ncn2Cc2cccc(Cl)c2)n(C)c1=O,0.531
N#CCCN(C(=O)CN1C(=O)NC2(CCCC2)C1=O)c1ccccc1F,1.13
CC(=O)C1(C)OC(N)=C(C#N)C(c2ccccc2)C1(C#N)C#N (stereo not given),1.04
Cc1cc(C(=O)NCc2ccc(S(N)(=O)=O)cc2)cs1,0.0722
COC(=O)c1ccc(C2/C(=C(/O)c3ccc(OC)cc3)C(=O)C(=O)N2CC2CCCO2)cc1 (stereo not given),0.786
COC(=O)c1ccccc1NC(=O)n1cc(C)cn1,-1.74
CCCc1cc(=O)n2c(nc3ccccc32)[nH]1,0.609
Cc1cc(C)c2cc(C#N)c(NCCOC(=O)c3ccccc3C)nc2c1,-1.89
O=C(Nc1ccc(-c2nc3cc(NC(=O)c4cccs4)ccc3o2)cc1)c1cccs1,1.12
C=CCn1c(Sc2ccccc2)nc2c1c(=O)[nH]c(=O)n2C,-0.0916
CN(C)CCCNS(=O)(=O)c1ccc(N2CCC(c3ccc(Cl)cc3)=N2)cc1,2.06
Cc1ccc(OCCn2cc(C#N)c3ccccc32)cc1,0.0318
CCOc1ccc(-c2nnn(CC(=O)Nc3cc(OC)ccc3OC)n2)cc1OCC,0.55
COc1cc(-c2c(C#N)c(N)nc3c2CCCC3)cc(OC)c1OC,-0.713
CCC(=O)n1nc(-c2ccc(OC)cc2)nc1N,0.326
COC(=O)C(NC(=O)c1ccc(F)cc1)(Nc1nc(C)cs1)C(F)(F)F (stereo not given),-1.98
C[C@H](NC(=O)c1nc[nH]c1C(=O)NCc1ccccc1)C(=O)OC(C)(C)C,1.04
CCN(CC)C(=O)Cn1cnc2sc(C(=O)N3CCN(c4ccc(OC)cc4)CC3)c(C)c2c1=O,1.7
O=C(O)CCC(NC(=O)c1cncc(O)c1)C(=O)O (stereo not given),-0.162
COCCn1nnnc1C(c1cc2ccc(OC)cc2[nH]c1=O)N1CCc2ccccc2C1 (stereo not given),-1.54

Marked active in Cav32 inh, of those listed so far:
compound,Cav32 inh
Cc1c(C(=O)NCCc2ccc3c(c2)OCCO3)oc2ccccc12,-6.98*
COc1ccc(-c2cc(C(=O)Nc3c(C)nn(Cc4ccc(Cl)cc4)c3C)no2)cc1,-4.63*

Later entries
compound,Cav32 inh
Cc1ccc(NC(=O)N2Cc3ccccc3CC2C(=O)NC(C)(C)C)cc1 (stereo not given),0.538
Cc1ccc(-c2noc(CSc3nnc(-c4ccccc4)n3C)n2)cc1,0.0129
COC(=O)c1c(NC(=O)CN2CCN(c3ccccc3OC)CC2)c2cc(C)ccc2n1C,0.00642
O=C(Nc1nncs1)c1cccc(S(=O)(=O)N2CCOCC2)c1,0.0318
O=C(CSc1ccccc1)Nc1ccc(S(=O)(=O)NCC2CCCO2)cc1 (stereo not given),-2.66
CCCCn1c(=O)nc2n(-c3ccccc3)c3ccccc3cc-2c1=O,-0.0271
CC(=NCCCN(C)C)C1=C(O)c2ccccc2C1=O,0.0357
C1CCC2(CC1)C1=C(CCCC1)Nc1nnnn12,0.162
Cc1nc(NC(N)=S)sc1C(=O)Nc1ccccc1,0.0658
CC1CCN(c2ccccc2NC(=O)c2ccc(F)cc2)CC1,-3.48
CC1CC(=O)c2cn3c(nc2C1)nc1ccccc13 (stereo not given),0.842
CN(CCC#N)S(=O)(=O)c1ccc2c(c1)c(=O)n(C)c(=O)n2C,1.47
CCCCCCn1c(N(CC)CC)nc2c1c(=O)[nH]c(=O)n2C,1.56
N#Cc1ccc(CSc2ncnc3c2cnn3Cc2ccccc2)cc1,-0.745
O=C(COc1ccc(Br)cc1Br)NC(=S)N1CCCc2ccccc21,-2.92
Clc1ccc(C2=CSC3=NCCN23)cc1Cl,-0.59
Cc1nnc2c3ccccc3c(-c3ccccc3)nn12,1.44
Cc1nnc(NC(=O)CSc2nccn2C)s1,-0.856
O=C(OCc1nc2ccccc2s1)c1ccc(Br)s1,1.02
COc1cc(O)c(C(CCN2CCCCC2)c2ccc3c(c2)OCO3)c(OC)c1 (stereo not given),0.318
COC(=O)c1ccccc1NC(=O)c1cncc(Br)c1,-0.391
COc1cccc(S(=O)(=O)Nc2cccnc2)c1,0.675
O=C(O)CCC(=O)N1CCc2cc(S(=O)(=O)NC3CCCc4ccccc43)ccc21 (stereo not given),-0.992
Cc1cc(OCC(=O)N2CCc3ccccc3C2)c2c(-c3ccccc3)cc(=O)oc2c1,-3.06
COC(=O)c1ccc(C2/C(=C(\O)c3ccc4c(c3)OCCO4)C(=O)C(=O)N2CCCN(C)C)cc1 (stereo not given),-0.536
Cc1cc(C)n(-c2c(F)c(F)c(CN3CCOCC3)c(F)c2F)n1,-0.262
Cn1c(=O)c2c(ncn2C)n(C)c1=O,0.34
O=C(O)CCc1nc(-c2ccccc2)c(-c2ccccc2)o1,0.228
COc1ccccc1OCC(=O)N1CCNC1=O,0.39
CC1CN(CN2C(=O)c3ccccc3C2=O)CC(C)O1 (stereo not given),0.766
O=C(O)c1ccc(NC(CSCc2cccc(F)c2)C(=O)O)c([N+](=O)[O-])c1 (stereo not given),0.713

These rows are one share of the data; the hit share may differ from the screen's.
